# High-throughput results from PubChem BioAssay.
# CTSL1 counter = cathepsin L1 inhibition, PFM18AAP counter-screen | recombinant F. hepatica cathepsin L1, Z-Leu-Arg-MCA fluorescence | inhibition, % at 5.96 µM | 300,000 tested, 0.49% active | AID 1906;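 active = inhibition above the mean of all tested compounds plus 3 SD, set per screening campaign, cut at about 17% in these data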;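 note: 0% = plate median of test compound wells and 100% = 1 µM Z-Phe-Ala-diazomethylketone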
# TPT1 inh = blocks Candida albicans tRNA 2'-phosphotransferase. recombinant caTPT1, FP RNA substrate dephosphorylation. inhibition, % at 5 µM. 300,000 tested, 0.81% active. AID 1962;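 active = inhibition above the mean of all tested compounds plus 3 SD, set per screening campaign, cut at about 24% in these data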;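 note: plate controls were DMSO alone for no effect and ferristatin control at 100 nM for full effect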
# JMJD2C inh = human JMJD2C demethylase inhibition. inhibition, % at 2.35 µM. GST-JMJD2C(1-420) H3K9me3 demethylation, DELFIA europium. 330,000 tested, 0.069% active. Q9H3R0. AID 2099;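 active = more than half of a compound's replicate wells show inhibition beyond 50%, single wells judged on their own value; inconclusive = some, but no more than half, of replicates pass 50% inhibition; inactive = no replicate passes 50% inhibition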;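 note: signal counts dimethyl H3K9 product captured on neutravidin plate; 0% = median of DMSO wells and 100% = 0.3 times that DMSO median; strong numbers were not always called active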
# HCV core dimer = HCV core protein dimerization inhibition. TR-FRET GST/Flag-core106 dimerization, 1536-well. inhibition, % at 5 µM. 300,000 tested, 0.33% active. AID 1899;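 active = inhibition above the mean of all tested compounds plus 3 SD, set per screening campaign, cut at about 45% in these data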
#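 test system = GST/Flag-tagged HCV core106 proteins | probe or stimulus = Eu donor and XL665 acceptor anti-tag antibodies | times = compound-protein-antibody incubation 4 h at 22.5 °C | signal = TR-FRET, excitation 340 nm, emission 617 and 671 nm | measure = percent inhibition of core106 dimerization signal | controls = wells lacking GST-core106 and wells with excess unlabelled core106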
# PREPL inh = inhibits the human prolyl oligopeptidase-like enzyme; inhibition, % at 5.96 µM; AID 2751; recombinant PREPL, fluorescence polarization activity-based probe; Q4J6C6; 320,000 tested, 0.68% active; in the data active = inhibition above about 43%;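 note: 0% = enzyme with DMSO and 100% = wells lacking enzyme; many of its hits are not listed in these tables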
# LYPLA2 inh = LYPLA2 (human) inhibition in PME1 counter-screen; inhibition, % at 5.9 µM; 320,000 tested, 0.38% active; O95372; recombinant LYPLA2, FP-Rh probe fluorescence polarization;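 active = inhibition above the screen-wide mean plus 3 SD, limit set per campaign, cut at about 26% in these data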;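 note: 0% = LYPLA2 with DMSO and 100% = wells lacking LYPLA2 enzyme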
# Target sequence (O95372 whole entry, looked up): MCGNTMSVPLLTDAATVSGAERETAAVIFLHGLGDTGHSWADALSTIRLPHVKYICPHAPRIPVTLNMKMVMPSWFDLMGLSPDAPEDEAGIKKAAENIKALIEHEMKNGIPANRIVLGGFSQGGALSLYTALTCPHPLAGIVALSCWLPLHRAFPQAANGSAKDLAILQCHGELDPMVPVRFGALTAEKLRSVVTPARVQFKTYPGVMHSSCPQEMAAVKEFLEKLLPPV
# PP5 inh = blocks human protein phosphatase 5 activity | purified PP5c, OMFP substrate fluorescence | inhibition, % at 6.7 µM | 320,000 tested, 0.18% active;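 active = inhibition above the campaign's mean inhibition across all tested compounds plus 3 SD, cut at about 9.5% in these data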;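 note: 0% = DMSO only and 100% = 100 µM cantharidin control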
# Target sequence (P53041 whole entry, looked up): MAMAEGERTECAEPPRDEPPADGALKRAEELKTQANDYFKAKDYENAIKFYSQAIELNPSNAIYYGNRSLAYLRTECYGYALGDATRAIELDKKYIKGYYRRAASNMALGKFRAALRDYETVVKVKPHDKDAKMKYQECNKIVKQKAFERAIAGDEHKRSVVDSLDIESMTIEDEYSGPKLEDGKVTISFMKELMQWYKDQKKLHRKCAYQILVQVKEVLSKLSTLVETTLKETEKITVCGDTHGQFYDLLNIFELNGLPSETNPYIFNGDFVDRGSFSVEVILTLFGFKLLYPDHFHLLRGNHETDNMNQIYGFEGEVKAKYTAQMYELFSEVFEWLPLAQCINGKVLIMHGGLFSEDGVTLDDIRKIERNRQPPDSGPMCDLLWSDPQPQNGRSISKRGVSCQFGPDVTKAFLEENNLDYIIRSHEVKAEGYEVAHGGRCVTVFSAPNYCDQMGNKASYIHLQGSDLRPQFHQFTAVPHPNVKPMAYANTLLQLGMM
# Efflux pump inh = inhibitors of Candida antifungal efflux pumps expressed in yeast. AID 485275. S. cerevisiae Candida pump triplex, Nile Red efflux. 330,000 tested, 0.44% active. inhibition, % at 10 µM;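 active = plate passing quality check with inhibition over a set limit, or well fluorescence over plate mean plus 4 SD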;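 note: Nile Red retained in pooled yeast measured as flow cytometry median fluorescence; 0% = buffer negative control and 100% = Enniatin B positive control; higher means more Nile Red kept so more efflux inhibition; some compounds called inactive have numbers as strong as hits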
# PP1 counter = counter-screen for PP5 inhibitors: inhibitors of human PP1-alpha | purified PP1alpha, OMFP fluorescence | inhibition, % at 6.7 µM | 320,000 tested, 0.9% active | AID 2235;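 active = inhibition above the mean inhibition of all tested compounds plus 3 SD, computed separately for each screening campaign, cut at about 15% in these data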
# Target sequence (P62136 whole entry, looked up): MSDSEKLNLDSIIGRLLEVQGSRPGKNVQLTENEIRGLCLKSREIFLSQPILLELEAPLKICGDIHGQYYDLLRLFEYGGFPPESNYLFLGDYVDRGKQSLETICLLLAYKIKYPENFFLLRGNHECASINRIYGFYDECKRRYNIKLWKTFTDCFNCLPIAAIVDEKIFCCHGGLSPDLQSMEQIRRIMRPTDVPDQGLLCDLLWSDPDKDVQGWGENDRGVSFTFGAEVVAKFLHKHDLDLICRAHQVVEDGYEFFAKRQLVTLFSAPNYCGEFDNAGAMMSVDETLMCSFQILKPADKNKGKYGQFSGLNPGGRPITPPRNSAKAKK
# Starred values were filed as active, the others as inactive; u = inconclusive; x = no result given; & = joins results of further samples. A portion of the library; count on the stated rates, not on these rows.
SMILES,CTSL1 counter,TPT1 inh,JMJD2C inh,HCV core dimer,PREPL inh,LYPLA2 inh,PP5 inh,Efflux pump inh,PP1 counter
CN(C)CCn1c(=O)n(-c2cccc(Cl)c2)c(=O)c2c3c(sc21)CCCCC3,-1,-1,2,0,9,8,0.4,0.0,-1
CCOc1ccccc1N1CCN(C(=O)Nc2ccc(Cl)c(Cl)c2)CC1,0,-1,11,13,12,1,2.4,-0.1,-1
COCCCn1c(=O)c2sccc2n(Cc2ccccc2C)c1=O,2,0,1,0,-1,10,-0.5,-0.1,-2
CC(=O)Nc1ccccc1-c1nnc(SCc2ccccc2Cl)[nH]c1=O,-3,-3,3,-3,-2,11,1.1,-0.1,2
O=c1cc(/N=C/c2coc3c(ccc4ccccc43)c2=O)[nH]c(=S)[nH]1,6,-1,32,10,15,2,1.5,-0.1,5
CCN(CC)S(=O)(=O)c1ccc(N2CCOCC2)c(NS(=O)(=O)c2ccc(C(C)C)cc2)c1,1,0,-2,5,-2,9,1.6,-0.2,-2
CC(C)NC(=O)NC(=O)COC(=O)c1ccccc1F,-5,-1,0,-1,-3,12,-2.3,-0.1,-1
O=P(CCNCc1ccco1)(c1ccccc1)c1ccccc1,-2,1,-6,8,17,-6,3.7,0.2,-1
CC1CCCCN1Cc1c(O)ccc2c(=O)c(-c3ccccc3)coc12 (stereo not given),2,-23,-7,-3,14,2,2.2,0.2,0
COc1ccc(S(=O)(=O)N2CCC(CN3C(=O)c4cccc5cccc(c45)C3=O)CC2)cc1,0,-2,-4,6,6,5,1.2,-0.2,1
CC(=O)Nc1sc2c(c1C(N)=O)CCC2,-6,-2,-4,-2,1,10,1.9,0.0,-2
COc1ccccc1NC(=O)c1c([N+](=O)[O-])c(C(C)(C)C)nn1C,-7,0,2,-2,13,1,1.8,0.0,3

# A draw from above in order of heavy-atom count, smallest number first.
SMILES,CTSL1 counter,TPT1 inh,JMJD2C inh,HCV core dimer,PREPL inh,LYPLA2 inh,PP5 inh,Efflux pump inh,PP1 counter
CC(C)NC(=O)NC(=O)COC(=O)c1ccccc1F,-5,-1,0,-1,-3,12,-2.3,-0.1,-1
O=P(CCNCc1ccco1)(c1ccccc1)c1ccccc1,-2,1,-6,8,17,-6,3.7,0.2,-1
CC1CCCCN1Cc1c(O)ccc2c(=O)c(-c3ccccc3)coc12 (stereo not given),2,-23,-7,-3,14,2,2.2,0.2,0

# Remaining list, next part:
SMILES,CTSL1 counter,TPT1 inh,JMJD2C inh,HCV core dimer,PREPL inh,LYPLA2 inh,PP5 inh,Efflux pump inh,PP1 counter
Cc1cccc(C(=O)NCC(=O)NNC(=O)c2ccccc2O)c1,-1,0,-4,-3,1,4,-3.9,0.2,-1
CCCOc1ccc(N2C(=O)CC(SCc3nc4ccccc4[nH]3)C2=O)cc1 (stereo not given),-4,0,-12,0,17,-4,-2.0,0.0,3
CCCCn1nnnc1SCC(=O)c1ccccc1F,-1,0,-4,7,-1,-1,0.4,0.0,1
O=C(CNC(=O)N1CC(=O)Nc2ccccc21)NCc1ccc(Cl)cc1,-3,2,u,-2,-13,-1,1.5,0.0,1
CCc1ccc2cccc3c2c1N=CN3C,1,-2,-1,-33,15,15,2.5,-0.1,4
O=C(Oc1ccc2c(-c3ccccc3)cc(=O)oc2c1)C1CCCCC1,-2,-12,-2,7,34,-3,3.6,0.0,0
COc1ccc(OCC(O)CN2CC(C)OC(C)C2)cc1 (stereo not given),0,-2,0,-8,13,5,2.2,0.0,-6
Clc1ccccc1-c1ccc(/C=N/n2cnnc2)o1,2,1,19,-1,6,2,8.8,0.0,-2
CCc1cc2c(=O)c(-n3cnc4ccccc43)coc2cc1O,0,-4,9,-2,2,6,2.2,0.0,2
CCn1c(SCC(=O)N/N=C/C(C)=C\c2ccco2)nnc1-c1ccccc1,2,-2,-5,3,16,7,-1.6,-0.1,7
O=C(C1=C[C@@H](c2csc3ccccc23)C[C@@H](OCc2ccc(CO)cc2)O1)N1CCN(Cc2ccccc2)CC1,7,-1,-9,24,1,-2,5.1,0.1,9
Cc1ccc(-n2c(-c3ccco3)nc3nc4ccccc4nc32)cc1F,0,7,7,8,1,-3,-1.7,0.0,0

# Reformatted tab-delimited: entries from further up.
SMILES	CTSL1 counter	TPT1 inh	JMJD2C inh	HCV core dimer	PREPL inh	LYPLA2 inh	PP5 inh	Efflux pump inh	PP1 counter
Cc1cccc(C(=O)NCC(=O)NNC(=O)c2ccccc2O)c1	-1	0	-4	-3	1	4	-3.9	0.2	-1
CCn1c(SCC(=O)N/N=C/C(C)=C\c2ccco2)nnc1-c1ccccc1	2	-2	-5	3	16	7	-1.6	-0.1	7
CCCOc1ccc(N2C(=O)CC(SCc3nc4ccccc4[nH]3)C2=O)cc1 (stereo not given)	-4	0	-12	0	17	-4	-2.0	0.0	3
Clc1ccccc1-c1ccc(/C=N/n2cnnc2)o1	2	1	19	-1	6	2	8.8	0.0	-2
CCc1ccc2cccc3c2c1N=CN3C	1	-2	-1	-33	15	15	2.5	-0.1	4
COc1ccc(OCC(O)CN2CC(C)OC(C)C2)cc1 (stereo not given)	0	-2	0	-8	13	5	2.2	0.0	-6

# The list continues.
SMILES,CTSL1 counter,TPT1 inh,JMJD2C inh,HCV core dimer,PREPL inh,LYPLA2 inh,PP5 inh,Efflux pump inh,PP1 counter
NC(=S)N/N=C/c1coc2cc(Br)ccc2c1=O,1,-1,0,14,3,0,-2.0,0.2,-1
CCCCN(CCCC)CC1OCc2ccccc2CO1,0,-1,-11,4,15,3,-0.4,-0.1,-1
Cc1ccc(C(=O)Nc2nnc(S(=O)(=O)N3CCN(c4ccc(F)cc4)CC3)s2)cc1,6,-3,11,-7,16,-4,0.5,-0.1,-1
CCN(CC)S(=O)(=O)c1cc(NC(=O)C2CSC3(C)CCC(=O)N23)ccc1C (stereo not given),x,x,-1,x,0,4,-0.7,-0.3,-3
O=C(N/N=C/c1ccc[nH]1)c1sc2ccccc2c1Cl,2,-1,9,-5,4,1,5.1,0.1,12
O=C(Nc1ccc(Cl)cc1)c1ccc(OC2CSC2)cc1,1,7,0,2,-7,1,-0.6,0.2,-2
N#Cc1cccc(-c2cn(S(=O)(=O)c3ccc(Cl)cc3)nc2N)c1,2,1,0,5,-3,1,5.0,0.0,5
O=C1NC2(Nc3ccccc31)C(=O)Nc1ccccc12 (stereo not given),-5,7,4,8,27,1,2.1,0.1,5
COCCNC(=O)COc1cccc(Oc2ccccc2)c1,-1,2,x,-3,8,3,-1.0,0.0,-5
O=C(OCCCc1cc2ccccc2c(=O)o1)c1ccccc1C(F)(F)F,x,x,-1,x,-9,-2,1.5,0.0,2
CC1=CC(C)(C)Nc2ccc(OC(=O)CN3C(=O)CCC3=O)cc21,0,-5,8,-19,-2,1,0.8,0.1,0
O=C(COC(=O)c1cccc(C(F)(F)F)c1)NCc1ccccc1,-7,-2,-15,1,-8,4,-5.8,0.5,3
CN(Cc1ccccc1)C(=O)C1CCCN(Cc2ccc(Cl)cc2)C1 (stereo not given),1,-2,-3,-3,-9,1,0.8,-0.2,-1
Cc1ccccc1CN(C)C1CCN(C)CC1,1,0,-4,-7,4,5,4.7,0.0,-2
O=C(COC(=O)c1cccc(-n2cnnn2)c1)c1ccccc1,-2,-3,-2,4,14,3,-1.2,-0.2,-7
O=C(CCC1CCCN(Cc2cccc(Cl)c2)C1)NCc1ccccc1F (stereo not given),2,-2,4,0,0,4,0.7,0.0,0
Cc1ccc(S(=O)(=O)n2ccc3c(OCCOCCSCC(NC(=O)OC(C)(C)C)C(=O)O)cccc32)cc1 (stereo not given),5,0,2,9,-2,-2,5.7,-0.2,21*
OCCNc1cc(Cl)ncn1,-1,1,5,-1,1,4,0.7,-0.2,-3
O=C(CCN1CCCC1)Nc1cccc(Br)c1,0,1,18,0,-8,-1,-0.7,0.1,-4
CCOc1ccc(/C=C/C(=O)Nc2ccc(C(N)=O)cc2)cc1OC,10,0,2,-4,3,1,-0.8,-0.2,-4
Cc1cccc(NCc2ccc(Br)cc2)n1,-4,-1,5,2,-2,3,0.6,0.0,0
CCOc1cc(C(=O)N=c2sccn2C)ccc1OC(F)F,5,0,-16,-14,15,2,2.5,-1.0,0
O=C(/C=C/Nc1ccc(Br)cc1F)c1ccco1,3,4,24,6,10,0,0.6,0.7,-2
CCOC(=O)c1[nH]c2cc3c(cc2c1CCCN1C(=O)c2ccccc2C1=O)OCCO3,-1,-2,5,7,14,2,5.3,0.1,-2
CCOc1ccc(CCNC(=O)C2CC(C)=CCC2C(=O)O)cc1OCC (stereo not given),0,-4,1,-30,1,0,2.2,-0.1,3
Cc1nc2c(C(=O)NCc3ccc4c(c3)OCO4)cnn2c(C)c1Cc1ccc(F)cc1Cl,0,-2,1,16,8,-1,1.9,0.1,-1
c1ccc(Cn2nnc3c(N4CCc5ccccc54)ncnc32)cc1,-3,-4,1,3,-9,2,-0.9,0.0,-2
Nn1c(SCC(=O)NC(=O)NCc2ccccc2)nnc1C1CC1,-3,2,-3,-4,18,4,2.3,-0.1,1
O=C(CNS(=O)(=O)c1ccc(Br)cc1)N1CCOCC1,-2,1,3,3,16,-8,-0.7,0.1,0
CC(C)(C)C(=O)C(CO)(Oc1ccc(Cl)cc1)n1cncn1 (stereo not given),-1,-1,-8,-1,-9,3,3.6,0.1,2
CCOC(=O)COc1ccc(/C=C2\NC(=S)N(CC)C2=O)cc1,3,3,4,-10,14,-2,0.4,0.6,0
COc1ccc2[nH]c(=O)c(CNc3cc(C)ccc3C)cc2c1,4,2,2,3,10,2,-1.6,-0.1,1
CCOC(=O)Cc1csc(SC(C)C(=O)Nc2ccc(NC(C)=O)cc2)n1 (stereo not given),-4,5,15,0,2,1,-2.8,0.1,1
Cc1cc(-n2c(C)cc(C(=O)CSc3nc4ccccc4c(=O)n3Cc3ccco3)c2C)no1,0,1,-2&8,15,-6,0,2.5,0.0,0
CC(=O)C[C@H](O)CC(=O)[C@H]1OC(=O)CCCCCCCc2ccccc21,x,x,3,x,36,9,3.3,-0.2,7
CC(=O)Nc1ccc(NC(=O)c2ccnn2C)cc1,-1,-1,-11,1,-9,5,1.7,0.0,-1
N=c1oc2ccccc2cc1-c1nc(-c2ccccc2)cs1,8,3,6,6,3,-20,2.9,0.2,-3
CC1(C)Cc2c(sc(NC(=O)c3ccco3)c2C#N)C(C)(C)N1,-1,-4,-3,-9,5,4,-0.1,-0.2,-2
O=[N+]([O-])c1cc(S(=O)(=O)C(F)(F)F)ccc1N1CCN(c2ccccc2)CC1,3,4,-5,-1,27,14,2.1,0.3,6
CC(/C=N/NC(=O)c1cccs1)=C\c1ccccc1,1,-1,-29,-1,-15,-3,3.4,0.1,0
CCOC(=O)C1CCCN(C(=O)COC(=O)c2ccc(C#N)cc2)C1 (stereo not given),0,4,-4,0,0,-3,-1.0,0.1,4

# In the list so far, these have a nitro group on carbon.
SMILES,CTSL1 counter,TPT1 inh,JMJD2C inh,HCV core dimer,PREPL inh,LYPLA2 inh,PP5 inh,Efflux pump inh,PP1 counter
COc1ccccc1NC(=O)c1c([N+](=O)[O-])c(C(C)(C)C)nn1C,-7,0,2,-2,13,1,1.8,0.0,3
O=[N+]([O-])c1cc(S(=O)(=O)C(F)(F)F)ccc1N1CCN(c2ccccc2)CC1,3,4,-5,-1,27,14,2.1,0.3,6
